Screens (PubChem BioAssay)
ERAP1 HTS inh: human ERAP1 aminopeptidase inhibitors, primary screen, biochemical, single point, plate reader. recombinant ERAP1, Leu-AMC fluorescence, 60 min. Endoplasmic reticulum aminopeptidase 1 (Homo sapiens), Q9NZ08. inhibition, % at 10.7 µM. hit rate 0.15% among 340,000;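 active means mean replicate inhibition of at least 30%, or all replicates individually reaching that 30% level; inactive means mean below 30% and not every replicate reaching it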;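 further: 0% = neutral control wells and 100% = L-leucinethiol positive control wells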
PglD DTNB: C. jejuni PglD acetyltransferase inhibitors, primary screen, biochemical, DTNB colorimetric, single point; purified PglD enzyme, DTNB colorimetric CoA detection; inhibition, % at 12.5 µM; hit rate 0.098% among 360,000; in the data active means inhibition above about 16%, passing the limit was not always enough; further: strong numbers were not always called active
FN deposit inh: inhibitors of fibronectin matrix deposition, primary screen, AH1F cells, Alexa488-fibronectin fluorescence, plate reader; AH1F fibroblasts, overnight; inhibition, % at 12.6 µM; hit rate 0.086% among 350,000; AID 743247, 2014;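 active means mean inhibition across replicates of 30% or more, regardless of how many single replicates reach that level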;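 further: positive control wells lacked labelled fibronectin entirely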
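Measured by – fluorescence 485/525 nm · System – AH1F fibroblast monolayer, labelled fibronectin deposition · Amount – 10000 cells per well · Buffer or medium – serum-reduced DMEM (2% serum) · Doses – single dose, pinned · Also added – fluorescent fibronectin at 24 nM final · Schedule – 1 h cell attachment, overnight exposure to compound and label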
PGC1a acetyl inh: inhibitors of PGC1a acetylation signal, primary screen, cell-based, U2OS, AlphaScreen, inhibitor mode; hit rate 0.17% among 350,000; AlphaScreen anti-acetyl-lysine; with virally co-expressed GCN5 acetyltransferase; inhibition, % at 15.6 µM;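 active means every replicate shows inhibition of at least 40%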;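 further: 0% = neutral control wells and 100% = positive control wells; some results beyond the cut were filed as inactive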
EWS-Fli inh: EWS/Fli-driven NR0B1 reporter inhibitors, primary screen, A673 cells, NR0B1 luciferase, luminescence, MLPCN library | AID 651661, 2012 | hit rate 0.67% among 350,000 | viability-normalised | inhibition, % at 12.6 µM;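 active means mean inhibition of at least 50% after viability correction, with every replicate also passing that limit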;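 further: firefly luciferase signal divided by Alamar Blue viability fluorescence both relative to DMSO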
PAX8 reporter: inhibitors of PAX8-driven TPO luciferase reporter, primary screen, RMG-I cells, single concentration; SteadyGlo, 24 h; inhibition, % at 12.6 µM; hit rate 1.2% among 360,000; AID 652154, 2013;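 active means mean replicate inhibition at least 60% with every replicate also reaching 60%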;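 further: luciferase light reporting Pax8 driven TPO promoter activity; plate controls were median of neutral control wells for no effect and mitoxantrone controls for full effect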
S100A4 inh HTS: inhibitors of S100A4-myosin IIA peptide binding, primary screen, biochemical, fluorescence polarization, TAMRA-MyoIIA peptide. hit rate 0.14% among 360,000. inhibition, % at 10.7 µM;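 active means mean inhibition of at least 70% across replicates, with every replicate also reaching that level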
Target sequence (P26447 whole entry, looked up): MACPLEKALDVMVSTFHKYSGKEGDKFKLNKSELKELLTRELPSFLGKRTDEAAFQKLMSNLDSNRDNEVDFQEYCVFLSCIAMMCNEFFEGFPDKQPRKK
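Test system: S100A4 monomer protein; Medium: HEPES pH 7.2 with CaCl2, KCl, NaCl, DTT, Triton; Probe or stimulus: TAMRA-labelled myosin IIA heavy-chain peptide probe, 5 nM; Doses: one dose per compound; Times: polarization read 5 min after assay mix addition, stable 5–60 min; Benchmarks: neutral control DMSO, positive control TFP.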
LGR2 antag: inhibitors of bursicon-induced LGR2 CRE-luciferase signal, primary screen, cell-based, HEK293, CRE-luciferase reporter, bursicon stimulation; Drosophila bursicon receptor LGR2 (rickets); bursicon-stimulated, 4 h; inhibition, % at 9.99 µM; hit rate 0.35% among 380,000;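 active means drop in luminescence signal, shown as inhibition above about 50% in the replicate tests, limit read from the data, passing the limit was not always enough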;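 further: agonist challenge used bursicon conditioned medium at about half maximal strength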
The depositor's hits bear a star; / = not tested or not shown; & = joins results of further samples.

The line under a structure holds: LGR2 antag	ERAP1 HTS inh	S100A4 inh HTS	EWS-Fli inh	FN deposit inh	PglD DTNB	PGC1a acetyl inh	PAX8 reporter
O=C(CSc1nnc(SCc2ccccc2)s1)N/N=C/C=C/c1ccco1
    -11	2	-2	-1	2	/	/	8
O=C1CNC(=S)N1Cc1ccccc1
    31	1	0	-8	-10	/	/	15
O=C(/C=C/c1ccc(Cl)cc1)Nc1cc(S(=O)(=O)N2CCOCC2)ccc1N1CCOCC1
    11	-3	-16	6	7	-2	6	20
COc1ccccc1C(=O)NCCC(=O)NNC(=O)c1ccccc1O
    -1	9	17	16	-1	-2	/	39
CCc1nc2ccc(C(=O)NC3CCC(C)CC3)cc2nc1CC (stereo not given)
    33	1	2	-52	7	1	4	-79
Cc1cc[n+](CC(=O)Nc2cccc(C)c2)cc1
    -3	2	-2	11	1	4	5	48
O=C(O)C1(O)C[C@@H](O)C(O)[C@H](O)C1 (stereo not given in full)
    -8	-4	-4	1	2	-3	15	3
COc1ccccc1CCNCc1ccc(OC)c(OCc2ccccc2)c1
    2	/	/	/	-19	-2	1	/
C[C@H]1CN([C@@H](C)CO)C(=O)Cc2cc(NC(=O)CCCCCC(=O)Nc3ccccc3N)ccc2O[C@@H]1CN(C)C(=O)Nc1ccc(F)cc1
    -18	2	-2	/	-4	/	5	0
O=C(Nc1ccccn1)c1cc(-c2cccc(Cl)c2)nc2ccccc12
    14	0	-21	3	-13	/	12	12
COc1ccc(CCNc2ccc(S(=O)(=O)N3CCCC3)cc2[N+](=O)[O-])cc1
    -3	/	/	/	5	6	/	0
C[C@H]1CN([C@@H](C)CO)C(=O)c2c(c3ccccc3n2C)-c2ccccc2CO[C@@H]1CN(C)C(=O)Nc1ccccc1
    22	-2	1	-4	9	8	-1	/
Cc1ccc(S(=O)(=O)Nc2ccc3c(c2)C(=O)N([C@H](C)CO)C[C@@H](C)[C@H](CN(C)Cc2ccc(Cl)c(Cl)c2)OCCCC[C@H](C)O3)cc1
    -32	-3	-58	29	-29	-4	11	96*
COc1ccc(Nc2nc(-c3cccc(OC)c3O)nc3ccccc23)cc1
    -42	-2	6	-3	8	1	-25	-34
O=C(c1cc(-c2ccc(O)cc2)on1)N1CCCc2ccccc21
    /	5	-5	-25	8	1	-3	-43
O=C(NCCO)Nc1ccc2nsnc2c1
    16	-1	3	-5	2	/	/	4
O=C(Nc1cc(F)ccc1F)N[C@H]1CC[C@@H](CCn2cc(C3CCCCC3)nn2)O[C@@H]1CO
    -10	2	8	1	-4	-3	-1	19
COc1ccc(-c2noc(CN(C)C(=O)c3ccc4c(c3)OCO4)n2)cc1
    14	5	-7	-1	2	-5	-2	0
C[C@@H]1CN([C@H](C)CO)C(=O)c2cc(-c3ccccc3F)cnc2O[C@H]1CN(C)Cc1cccc(C(=O)O)c1
    9	-1	2	-2	/	-1	0	/
CC(c1ccco1)N(C(=O)c1ccc(Cl)c([N+](=O)[O-])c1)c1ccccn1 (stereo not given)
    27	-1	0	20	2	-2	-13	13
C[C@@H]1CN([C@H](C)CO)C(=O)c2cccc(NC(=O)c3cnccn3)c2O[C@H]1CN(C)S(=O)(=O)c1ccc(F)cc1
    1	-3	-1	-1	/	/	17	/
O=C(Nc1nc2ccc(S(=O)(=O)N3CCCC3)cc2s1)c1ccccn1
    -52	-3	-3	-4	8	/	/	-23
CSc1ncnc2c1ncn2CCCNCc1ccc2c(c1)OCO2
    -17	0	-3	-4	-2	6	6	-19
COc1ccc(NC(=O)C2CCN(C(=O)C3CC(=O)N(c4ccc(C)cc4)C3)CC2)c(OC)c1 (stereo not given)
    22	-1	0	-7	-6	7	/	-1
Cc1ccccc1-c1ccccc1N
    -6	-2	-5	-6	-7	5	18	11
NC(=S)NN=C1c2ccccc2-c2ccccc21
    0	-5	0	41	-7	3	/	9
COC(=O)C1CCCN1S(=O)(=O)c1ccc([N+](=O)[O-])cc1 (stereo not given)
    -4	5	0	-4	-3	2	/	-3
CCOC(=O)c1sc2nc(C)[nH]c(=O)c2c1C
    -17	0	-3	-3	-2	/	/	-8
COc1ccc2c3c([nH]c2c1)[C@@H](CO)N(C(=O)C1CC1)CC31CCN(S(C)(=O)=O)CC1
    8	2	29	-6	/	/	/	/
CCN(CC)c1ccc(NC(=O)CN2CCN(c3ccccn3)CC2)cc1
    -4	-6	-7	0	1	-6	8	-8
Cc1noc(C)c1S(=O)(=O)Nc1cccc2c1O[C@H](CN(C)S(=O)(=O)c1ccc(F)cc1)[C@H](C)CN([C@H](C)CO)C2=O
    13	2	-24	-9	/	0	-3	-50
CNC[C@H]1Oc2ccc(NS(=O)(=O)c3ccc(Cl)cc3)cc2CC(=O)N([C@H](C)CO)C[C@H]1C
    -9	-3	-7	7	-3	0	-5	-4
COc1ccc(C=O)cc1COc1ccc([N+](=O)[O-])c(C)c1
    -35	1	6	1	0	8	-3	3
COc1ccc2c3c(n(C)c2c1)[C@H](CO)N(Cc1ccc(F)cc1)CC31CCN(CC2CCOCC2)CC1
    -4	0	0	8	/	/	/	/
CC(CCc1ccc(O)cc1)NCCC(c1ccccc1)c1ccccc1 (stereo not given)
    11	-5	-3	44	-3	-1	-14	21
COc1ccccc1-c1cnc2c(c1)C(=O)N([C@@H](C)CO)C[C@@H](C)[C@@H](CN(C)Cc1cccc(F)c1)O2
    3	4	1	-6	-4	-1	-7	/
Cc1ccc(/C=N/N=C2/NC(=O)C(CC(=O)Nc3ccc(Cl)cc3)S2)o1 (stereo not given)
    -2	-1	1	-1	-7	-1	2	16
CCC(c1nc2ccccc2c(=O)n1-c1nc2ccccc2s1)N1C(=O)c2ccccc2C1=O (stereo not given)
    0	/	/	/	-1	/	9	-3
CC1(C(=O)NCC2CC2)CCN1C(=O)C/C=C/c1ccccc1 (stereo not given)
    -7	-1	0	2	5	6	-12	2
CC1Cc2ccccc2N1Cc1nc2scc(-c3cccs3)c2c(=O)[nH]1 (stereo not given)
    /	/	/	/	-15	-2	-7	14
C[C@H](CO)N1C[C@H](C)[C@H](CN(C)C(=O)c2ccccc2F)Oc2ncc(-c3cncnc3)cc2C1=O
    -13	1	6	-5	/	-3	5	/
CN(C)c1cc[n+](CC(=O)c2ccc(-c3ccccc3)cc2)cc1
    4	7	1	37	2	/	/	98*
C[C@@H]1CCCCO[C@H](CN(C)S(=O)(=O)c2cn(C)cn2)[C@@H](C)CN([C@H](C)CO)C(=O)c2cc(NS(C)(=O)=O)ccc2O1
    3	-1	9	-20	/	2	5	/
O=C(NC1CC1)C1=C[C@@H](c2ccc3c(c2)OCO3)C[C@@H](OCCCCO)O1
    -6	-5	1	-8	13	4	-3	-10
CC(=O)N(CN1C(=O)c2ccc([N+](=O)[O-])cc2C1=O)c1cccc(C(=O)O)c1
    10	5	-11	2	-3	/	/	17
O=C(N/N=C(/c1ccccc1)c1ccncc1)c1ccc2c(c1)OCO2
    -14	2	19	8	2	4	16	-20
COc1ccc(S(=O)(=O)Nc2ccc3c(c2)C(=O)N([C@H](C)CO)C[C@H](C)[C@@H](CN(C)C(=O)NC2CCCCC2)O3)cc1
    -8	1&-2	-22&-3	-1&-2	-5&-7	-3&-1	-4	7
C[C@H](CO)N1C[C@H](C)[C@H](CN(C)S(=O)(=O)c2cn(C)cn2)Oc2ncc(-c3ccccc3)cc2C1=O
    18	-1	0	-8	-1	-2	9	/
COc1cc(C(=O)Oc2ccccc2)ccc1OCc1c(C)noc1C
    /	/	/	/	5	3	-4	-9
CC(=O)c1ccc(OCCCC(=O)Nc2ccc(Cl)c(S(=O)(=O)N3CCOCC3)c2)cc1
    /	1	-6	22	-5	4	-19	33
CC(C)n1c(CN(C)Cc2ccccc2)nc2c1c(=O)n(C)c(=O)n2C
    4	-5	-1	20	2	/	/	45
CCOc1ccc(NC(=O)C2CCCN(S(=O)(=O)c3c(C)nn(C)c3C)C2)cc1 (stereo not given)
    9	-1	0	0	-13	-6	0	3
CCCCC1OC(CCc2ccccc2)CC2=C1C(=O)OC(C)(C)O2 (stereo not given)
    17	-2	-2	9	-5	/	/	21
CCC(C)(CC(=O)N(C)CCC#N)c1ccccc1 (stereo not given)
    /	/	/	/	4	1	5	-2
O=C(COC(=O)CCSc1ccc(Cl)cc1)NCc1ccc(Cl)cc1
    -7	16	-4	16	-8	/	5	6
COc1ccc(CNC(C)C23CC4CC(CC(C4)C2)C3)c(OC)c1OC (stereo not given)
    4	-2	-1	5	5	-4	-19	7
CCCCCC(=O)Nc1ccc(-c2csc(N)n2)cc1
    -68	-1	9	-23	4	/	/	-12
C[C@@H]1CN([C@H](C)CO)C(=O)Cc2cc(NC(=O)Nc3ccc(F)cc3)ccc2O[C@H]1CN(C)S(C)(=O)=O
    2	3	2	2	1	-1	2	-6
CCCCn1c(SCC(=O)Nc2ccc3c(c2)CCC3)nc2ccccc2c1=O
    4	10	16	-11	7	-2	/	-5
O=C(NCC[C@H]1CC[C@H](NS(=O)(=O)c2cccc(F)c2)[C@@H](CO)O1)C1CCOCC1
    1	1	-2	0	/	-1	-5	/
CCC(=O)N1CC[C@H]2[C@@H]1c1cc(-c3cccc(OC)c3)ccc1N(C)[C@H]2CO
    -17	-2	-7	-4	2	0	3	-6

3 compounds already listed, sorted by the number in S100A4 inh HTS, highest first:
Compound,LGR2 antag,ERAP1 HTS inh,S100A4 inh HTS,PglD DTNB,PGC1a acetyl inh
C[C@H](CO)N1C[C@H](C)[C@H](CN(C)C(=O)c2ccccc2F)Oc2ncc(-c3cncnc3)cc2C1=O,-13,1,6,-3,5
CN(C)c1cc[n+](CC(=O)c2ccc(-c3ccccc3)cc2)cc1,4,7,1,/,/
CCOc1ccc(NC(=O)C2CCCN(S(=O)(=O)c3c(C)nn(C)c3C)C2)cc1 (stereo not given),9,-1,0,-6,0
